# Screening results deposited in PubChem by several laboratories.
# AddAB inh: growth inhibition of E. coli expressing H. pylori AddAB, primary screen, AddAB inhibitor project, absorbance | inhibition, % at 11.9 µM | actives 0.29% (n = 330,000) | AID 435030, 2010; in the data active = inhibition above about 12%;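 note: 0% = vehicle wells of infected cells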
# HTR5A inv ag: HTR5A inverse agonists in luminescence cell assay, primary screen, counter-screen for OPRM1-OPRD1 heterodimer inverse agonist project, full-deck HTS; 5-hydroxytryptamine receptor 5A (Homo sapiens), P47898; HTR5A cell line, inverse agonism; inhibition, % at 9.3 µM; actives 0.083% (n = 340,000); AID 504634, 2011; in the data active = inhibition mostly above about 23%, no sharp cut-off; inactive = mostly below about 18%;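 note: 0% = cells with DMSO and 100% = no-cell wells with DMSO; some compounds called inactive have numbers as strong as hits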
# Target sequence (P47898 whole entry, looked up): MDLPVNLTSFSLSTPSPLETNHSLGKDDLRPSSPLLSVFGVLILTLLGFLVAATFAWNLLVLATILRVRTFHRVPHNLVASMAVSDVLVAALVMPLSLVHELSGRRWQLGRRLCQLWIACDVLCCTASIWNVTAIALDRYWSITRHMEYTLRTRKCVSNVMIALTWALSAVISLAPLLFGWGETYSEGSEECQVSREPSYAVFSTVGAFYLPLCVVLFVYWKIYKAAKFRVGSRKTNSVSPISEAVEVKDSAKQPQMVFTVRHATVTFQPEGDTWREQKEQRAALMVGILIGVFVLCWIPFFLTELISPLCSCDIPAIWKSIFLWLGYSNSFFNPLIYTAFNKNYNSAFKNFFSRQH
# CDK5 inh: inhibitors of human CDK5/p35 kinase, primary screen, biochemical, single concentration; Cyclin-dependent kinase 5 (Homo sapiens) + Cyclin-dependent kinase 5 activator 1 (Homo …; Recombinant CDK5/p35, ADP-Glo luminescence, 60 min; inhibition, % at 10 µM; actives 0.01% (n = 330,000);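 active = highest replicate inhibition of at least 50% and at least 75% of replicates reaching 50%; inconclusive = only one of the two criteria met; inactive = both criteria failed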;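 note: plate controls were DMSO neutral control for no effect and GW8510 at 10 µM for full effect; many of its hits are not listed in these tables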
# SUMO Mot1 rescue: yeast Mot1-301 growth rescue at high temperature, primary screen, SUMOylation pathway inhibitor project, S. cerevisiae, ATP luminescence, 38.5C. growth rescue, % at 18.8 µM. S. cerevisiae Mot1-301 growth rescue; percent above DMSO median, 100 means doubled. AID 2716, 2010. actives 1% (n = 320,000);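 active = every valid replicate shows activation above 250% relative to neutral control wells; inactive = the rest, any valid replicate at or below 250%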;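 note: OY570 slx delta 5 strain wells were the positive control but not used for scaling; some compounds called inactive have numbers as strong as hits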
# phage Ecoli inh: growth loss of phage-infected E. coli, primary screen, RecBCD inhibitor project, absorbance, with phage, HTS | inhibition, % at 11.9 µM | actives 0.26% (n = 360,000) | AID 651602, 2012; in the data active = inhibition above about 11%
# DAGLB inh: DAGLB lipase inhibitors, primary screen, biochemical, fluorescence, HTS; Diacylglycerol lipase-beta (Homo sapiens), Q8NCG7; HEK293T DAGLB membrane lysate, EnzChek fluorogenic substrate; inhibition, % at 5.17 µM; actives 0.059% (n = 340,000); in the data active = inhibition above about 34%;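 note: 0% = enzyme with vehicle and 100% = wells lacking enzyme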
# Target sequence (Q8NCG7 whole entry, looked up): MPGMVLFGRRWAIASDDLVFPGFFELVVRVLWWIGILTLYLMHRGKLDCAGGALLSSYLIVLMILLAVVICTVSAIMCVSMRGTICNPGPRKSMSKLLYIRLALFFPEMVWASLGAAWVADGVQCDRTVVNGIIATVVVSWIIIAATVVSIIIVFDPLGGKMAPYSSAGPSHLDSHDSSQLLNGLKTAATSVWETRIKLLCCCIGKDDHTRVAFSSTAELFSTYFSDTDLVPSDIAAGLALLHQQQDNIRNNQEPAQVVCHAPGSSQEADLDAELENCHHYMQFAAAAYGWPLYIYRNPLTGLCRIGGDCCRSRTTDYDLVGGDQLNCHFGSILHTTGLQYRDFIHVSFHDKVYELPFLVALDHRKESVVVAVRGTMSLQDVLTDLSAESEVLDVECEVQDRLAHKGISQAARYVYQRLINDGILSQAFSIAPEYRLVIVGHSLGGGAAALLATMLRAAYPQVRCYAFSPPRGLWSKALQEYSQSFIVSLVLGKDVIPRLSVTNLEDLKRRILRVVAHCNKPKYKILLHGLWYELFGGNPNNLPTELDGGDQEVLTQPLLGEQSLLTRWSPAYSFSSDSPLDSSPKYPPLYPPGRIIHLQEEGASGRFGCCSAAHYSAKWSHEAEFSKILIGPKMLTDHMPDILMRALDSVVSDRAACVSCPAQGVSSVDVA
# Tat export inh: E. coli Tat export inhibitors, primary screen, MC4100, TorA-mCherry reporter, fluorescence, single point | actives 0.036% (n = 340,000) | AID 488895, 2010 | inhibition, % at 10 µM;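 active = mean replicate inhibition at least 50% and at least half of replicates individually reaching 50%; inconclusive = only one of the two criteria met; inactive = neither criterion met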;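 note: exported cargo escapes ClpAP degradation while cytoplasmic cargo is degraded and loses fluorescence; 0% = median of neutral control wells and 100% = median of NaSCN control wells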
# HTR5A ag: HTR5A agonists in luminescence cell assay, primary screen, counter-screen for OPRM1-OPRD1 heterodimer agonist project, full-deck HTS; 5-hydroxytryptamine receptor 5A (Homo sapiens), P47898; cell-based; activation, % at 9.3 µM; actives 0.61% (n = 340,000); in the data active = activation mostly above about 9.5%, no sharp cut-off; inactive = mostly below about 7.6%;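 note: 0% = cells with vehicle only and 100% = reference agonist; strong numbers were not always called active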
# PKA-R1A act: activators of PKA-R1A holoenzyme, primary screen, biochemical, fluorescence polarization, Cy5-IP20, bovine R1A, mouse PKAc | cAMP-dependent protein kinase type I-alpha regulatory subunit (Bos taurus) + … | PKA-R1A dissociation; scaled: DMSO 0%, 113 µM cGMP 100% | activation, % at 11.4 µM | actives 0.083% (n = 340,000) | AID 504707, 2011;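 active = percent activation above the mean of all tested compounds plus 3 SD, cut at about 19% in these data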;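 note: higher means more PKAc released from R1A so a rise in polarization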
# Ecoli viability: E. coli V3065 growth inhibition, primary screen, counter-screen for AddAB inhibitor project, absorbance, OD600. inhibition, % at 11.9 µM. actives 0.27% (n = 330,000). AID 449728, 2010. 18 h;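 active = inhibition above the campaign's mean inhibition across all tested compounds plus 3 SD, cut at about 9.9% in these data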;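 note: uninfected addAB+ strain grown without phage in ampicillin broth; 0% = DMSO wells and 100% = ciprofloxacin 0.95 µg/ml wells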
# PKA-R2B act: activators of PKA-R2B holoenzyme, primary screen, biochemical, fluorescence polarization, Cy5-IP20, human; cAMP-dependent protein kinase catalytic subunit beta (Homo sapiens) + cAMP-dependent …; PKA-R2B holoenzyme dissociation; R2B truncated from residue 108, S112A mutant; 0% DMSO only, 100% 113 µM cGMP; activation, % at 11.4 µM; actives 0.079% (n = 340,000);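 active = activation above a cutoff set at the mean over all compounds plus 3 SD, cut at about 18% in these data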;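 note: higher means more holoenzyme dissociation and a rise in polarization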
# Starred values were filed as active, the others as inactive; ? = inconclusive; · = not tested or not shown.
SMILES,AddAB inh,HTR5A inv ag,CDK5 inh,SUMO Mot1 rescue,phage Ecoli inh,DAGLB inh,Tat export inh,HTR5A ag,PKA-R1A act,Ecoli viability,PKA-R2B act
CC(C)(C)SC(C(=O)N1CCOCC1)c1ccc(Br)cc1 (stereo not given),2.6,0,-1.1,-11,2.6,1,4,0,3,5.2,0
COc1ccc(NC(=O)CCCc2nc3ccccc3c(=O)[nH]2)cc1Cl,-0.8,7,0.6,-16,0.8,1,-4,-2,-6,0.0,-3
O=C(Nc1ccc(S(=O)(=O)Nc2ncccn2)cc1)C1CC(=O)N(c2ccccc2)C1 (stereo not given),·,10,1.6,·,3.0,-1,-4,-4,-3,·,-5
CCCCC(=O)c1c(O)c2ccccc2oc1=O,1.5,-7,-0.1,14,-2.1,-1,1,3,0,-2.2,13
COc1ccc(/C=C/C(=O)c2ccccn2)cc1,2.7,-21,5.1,5,4.7,-1,11,8,5,1.4,5
C=CCc1c(C)nc(C)nc1N/N=C/c1ccc(N(C)C)cc1,4.1,1,0.3,-12,1.8,-5,?,0,-9,-0.4,3
c1ccc(C2Nc3ccccc3C3OCCCC23)cc1 (stereo not given),-1.2,-27,-1.5,224,1.0,-6,-1,7,-8,-1.2,1
Cc1ccc(S(=O)(=O)C2C(=O)NC3(C)CC2c2ccccc2O3)cc1 (stereo not given),2.8,0,1.9,20,4.9,3,1,0,-4,-0.3,6
CC(NC(=O)Nc1nnc(C(F)(F)F)s1)(C(F)(F)F)C(F)(F)F,9.5,-7,-0.8,·,13*,-3,5,6,-7,11*,5
O=C(CSc1nnc(-c2ccncc2)n1Cc1ccccc1)NCCc1ccccc1,-0.2,-2,1.9,·,1.5,0,2,0,-5,-1.6,-9
CN(Cc1ccccc1)C(=O)c1ccc(NC(=O)Cc2ccc(NC(=O)C3CCN(S(=O)(=O)c4cccc([N+](=O)[O-])c4)CC3)cc2)cc1,·,-12,-4.3,·,0.2,0,3,3,-1,·,7
Cc1cc(C)cc(N(CC(=O)Nc2ccc(C(F)(F)F)cc2)S(=O)(=O)c2c(C)[nH]c(=O)[nH]c2=O)c1,2.2,-4,-1.5,·,-1.3,3,-1,1,-9,-1.9,-6
O=C(Nc1cccc2c1C(=O)NC2=O)c1ccc(N2C(=O)CCC2=O)cc1,3.9,-2,-5.1,6,3.7,-2,-7,6,2,-0.3,-8
O=C(CCCO)N/N=C/c1cc(Br)ccc1O,1.3,14,·,19,3.4,1,-14,1,-10,-0.2,-3
Cc1ccc(-n2cc(CNCC3CC(=O)N(C4CC4)C3)c(-c3cccc(C)c3)n2)cc1 (stereo not given),-2.2,-9,1.3,-15,2.6,2,1,0,3,0.6,2
COc1ccccc1OCCn1cc(C#N)c2ccccc21,-1.4,-24,-0.2,-7,2.5,-5,1,10,-9,-0.7,-10
Cc1c(CN(C)C(=O)CSc2nc(-c3ccco3)cc(C(F)(F)F)n2)cnn1C,-0.1,-16,0.0,9,-1.9,-1,-2,-3,10,-1.1,-10
Cc1[nH]ccc(=O)c1OCC(=O)O,1.2,5,1.6,-5,3.7,-3,6,4,-7,3.1,-3
CCCn1c(SCc2nc(N)nc(N3CCCCC3)n2)nc2c1c(=O)n(C)c(=O)n2C,0.3,-2,-0.1,·,1.1,-3,-5,1,-1,2.3,5
O=C(N/N=C/c1cccc(C(F)(F)F)c1)C1CCN(c2ncc(C(F)(F)F)cc2Cl)CC1,3.6,-19,-0.7,-5,3.0,0,-5,0,-16,0.2,-7
CCOc1ccc(S(=O)(=O)Nc2nc3cc(OC)ccc3s2)cc1,1.1,-9,2.0,34,0.4,7,5,-1,0,0.0,-11
O=C(Cc1ccc(Cl)cc1)OCC(=O)N1CCCCCC1,-0.1,6,-1.0,6,1.6,-3,13,-2,1,-1.3,-6
Cc1cc(NC(=O)c2c(F)cccc2Cl)n(-c2nc3ccccc3[nH]2)n1,3.6,6,2.0,24,-1.3,-19,-3,3,-14,-0.9,1
O=C(CCCOc1ccccc1)Nc1ccc(Cl)cn1,1.6,13,-0.9,14,4.9,-5,-2,1,-1,3.0,-16
CC(=O)NCCn1c(SCC(=O)c2ccc(Cl)cc2)nc2ccccc2c1=O,-1.5,21,-0.7,11,0.9,0,-4,-9,8,-1.4,5
Cc1ccc(S(=O)(=O)n2cnc3ccccc32)cc1[N+](=O)[O-],1.5,1,1.1,-12,-1.0,2,1,0,-6,0.3,-8
O=C1NCCN1C(=O)c1cccc(Cl)c1,0.9,-9,-0.4,-6,1.1,-2,5,3,-12,-0.2,5
CCOc1ccc(C(=S)N2CCCC2)cc1OC,3.5,-15,1.9,49,3.6,0,-6,4,5,-0.3,10
Cn1nc(-c2ccccc2)c(CN2CCN(c3ncccn3)CC2)c1Cl,3.3,6,0.0,8,1.2,-4,2,-2,-2,0.9,-8
COc1ccc(OC)c(-c2csc(NC(=O)C3CSC4(C)CCC(=O)N34)n2)c1 (stereo not given),-1.4,-9,0.6,12,3.5,1,2,2,-5,-0.3,-14

# 4 of the compounds above, with each value named:
CCCCC(=O)c1c(O)c2ccccc2oc1=O
  AddAB inh: 1.5	HTR5A inv ag: -7	CDK5 inh: -0.1	SUMO Mot1 rescue: 14	phage Ecoli inh: -2.1	DAGLB inh: -1	Tat export inh: 1	HTR5A ag: 3	PKA-R1A act: 0	Ecoli viability: -2.2	PKA-R2B act: 13

COc1ccc(/C=C/C(=O)c2ccccn2)cc1
  AddAB inh: 2.7	HTR5A inv ag: -21	CDK5 inh: 5.1	SUMO Mot1 rescue: 5	phage Ecoli inh: 4.7	DAGLB inh: -1	Tat export inh: 11	HTR5A ag: 8	PKA-R1A act: 5	Ecoli viability: 1.4	PKA-R2B act: 5

C=CCc1c(C)nc(C)nc1N/N=C/c1ccc(N(C)C)cc1
  AddAB inh: 4.1	HTR5A inv ag: 1	CDK5 inh: 0.3	SUMO Mot1 rescue: -12	phage Ecoli inh: 1.8	DAGLB inh: -5	Tat export inh: ?	HTR5A ag: 0	PKA-R1A act: -9	Ecoli viability: -0.4	PKA-R2B act: 3

c1ccc(C2Nc3ccccc3C3OCCCC23)cc1 (stereo not given)
  AddAB inh: -1.2	HTR5A inv ag: -27	CDK5 inh: -1.5	SUMO Mot1 rescue: 224	phage Ecoli inh: 1.0	DAGLB inh: -6	Tat export inh: -1	HTR5A ag: 7	PKA-R1A act: -8	Ecoli viability: -1.2	PKA-R2B act: 1

# (cont.)
SMILES,AddAB inh,HTR5A inv ag,CDK5 inh,SUMO Mot1 rescue,phage Ecoli inh,DAGLB inh,Tat export inh,HTR5A ag,PKA-R1A act,Ecoli viability,PKA-R2B act
COc1ccc(Nc2nccc(-c3ccc([N+](=O)[O-])cc3)n2)cc1,1.9,-17,1.9,180,1.4,6,-2,4,9,-1.4,-6
CO/N=C/c1ccc(N2CCN(C(=O)c3ccc(Cl)cc3Cl)CC2)c([N+](=O)[O-])c1,0.8,-13,0.8,49,-0.4,9,6,5,6,0.6,6
CCNC(=O)NC(=O)C(C)OC(=O)CCCc1nc2ccccc2s1 (stereo not given),0.5,-4,2.0,-15,2.1,1,3,-1,-1,3.3,-8
O=C(CCN1CCOCC1)N1CCCC(Nc2ccc(F)cc2)C1 (stereo not given),0.0,-13,-0.5,0,-0.3,4,-5,-1,-5,-3.7,4
CCOc1ccc(CCNC(=O)CS(=O)Cc2nc(-c3ccccc3C)oc2C)cc1OCC (stereo not given),2.4,11,0.1,-25,-0.8,1,1,-3,-6,1.8,-2
COc1cc(O)cc(O)c1C(=O)/C=C/c1ccccc1,3.0,29,-0.7,12,1.0,0,1,6,-7,-3.5,-4
CCCCn1c(N)c(N(CCOC)C(=O)COc2ccc(C(C)=O)cc2)c(=O)[nH]c1=O,2.1,-26,0.8,-1,-0.2,-1,-7,9,-3,-2.5,0
COc1ccc(Cc2nnc(NC(=O)C(C)C)s2)cc1,0.9,-12,-6.6,43,-4.2,1,3,3,-2,-0.5,0
OCC1(Cc2ccc(Cl)cc2)CCN(Cc2ccc(F)c(F)c2)CC1,0.4,-12,-2.0,78,0.8,-3,0,3,-9,-0.1,-2
O=C(c1ccc(OC2CCN(CCc3ccccc3)CC2)cc1)N1CCCC(O)C1 (stereo not given),1.9,-5,4.6,-11,3.8,-3,13,-13,-6,-0.4,-8
C=CCOC(=O)C1=C[C@H](C2CCCCC2)C[C@H](OCc2ccc(CO)cc2)O1,1.6,-21,-0.6,8,0.0,-6,-1,8,-2,-0.9,-9
CC(=O)N(CCCCN1C(=O)c2ccccc2C1=O)c1ccc(C)cc1,-1.2,14,0.1,-11,1.7,-5,-1,2,-5,-0.7,-12
CCc1cc(=O)oc2cc(C)cc(OCC(=O)C(C)(C)C)c12,5.2,-20,-1.0,3,2.2,-7,2,-3,4,0.4,9
Cc1oc2cc3oc(=O)c(CCC(=O)NCc4ccccn4)c(C)c3cc2c1C,2.2,2,-0.7,-17,1.1,-4,-10,2,15,-1.2,5
Cc1ccc(S(=O)(=O)NNC(=O)Nc2cccc(F)c2)c(C)c1,-2.3,-12,0.3,-8,1.7,-5,1,1,1,0.9,7
CC1(C)CC(=O)N(c2cccc(C(F)(F)F)c2)C(=O)C1,0.7,5,-0.1,18,-0.5,0,-9,-1,1,1.1,2
Cc1ccc(CCNC(=O)CCNS(=O)(=O)c2ccc3c(c2)c(=O)n(C)c(=O)n3C)cc1,0.6,-3,-0.8,8,1.0,3,11,1,5,0.7,7
CCC(=O)Nc1nc2nc(-c3ccccc3)cc(-c3ccccc3)n2n1,0.7,-17,-0.4,9,1.6,-2,-5,6,1,-2.0,7
O=C(c1ccc(COc2ccc3ccccc3c2)o1)N1N=C(C(F)F)CC1(O)C(F)F (stereo not given),-0.9,-36,0.6,1,·,1,6,10,-2,-0.6,-15
COc1ccc(-c2ccc(-c3noc(-c4ccccc4C)n3)c(OC)n2)cc1,0.5,-12,-1.1,-24,2.5,-6,-2,3,4,0.2,8

# This is a random part of the collection. About 2.3% of those tested had a hit in this group.
